MrgX1 allo act: positive allosteric modulators of MrgX1, primary screen, HEK293 cells, Fluo-4 calcium flux; FDSS; hits give high values; B-score at 10 µM; actives 0.63% (n = 310,000);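 active = plate-corrected calcium response at least 3 library SD above typical, normal starting fluorescence, not activating the receptor alone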;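 also: compound read alongside a low EC10 to EC30 dose of BAM8-22 agonist; peak minus trough fluorescence over baseline measured at the second addition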
ANO1 activ: TMEM16A chloride channel activators or potentiators, primary screen, cell-based, HTS | HEK293 TMEM16A/YFP-H148Q/I152L, iodide quench fluorescence; hits give low values | B-score at 10 µM | actives 0.3% (n = 340,000) | AID 623877, 2012;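 active = fluorescence-ratio B-score plate-corrected deviation score at least 3 library SD below zero, with starting fluorescence score within 5 deviations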;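 also: channel opened by trigger with iodide after compound preincubation; score built on the fluorescence ratio of max minus min over baseline; more negative score means more quench and so TMEM16A activation or potentiation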
RGS4 block: RGS4 inhibitors, primary screen, cell-based, HEK293 M3R inducible RGS4, calcium flux | Fluo-4 calcium flux; hits give high values; triggered by carbachol at its EC20 | B-score at 10 µM | actives 0.45% (n = 310,000) | AID 463165, 2010;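 active = B-score, a plate-corrected calcium signal, over three deviations above library mean, with baseline fluorescence within five deviations of library mean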;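 also: RGS4 expression induced by doxycycline in cells with stable M3 receptor; B-score is computed from the integrated fluorescence ratio over baseline after carbachol; higher B-score means a larger calcium signal and so more RGS4 inhibition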
Target sequence (P49798 whole entry, looked up): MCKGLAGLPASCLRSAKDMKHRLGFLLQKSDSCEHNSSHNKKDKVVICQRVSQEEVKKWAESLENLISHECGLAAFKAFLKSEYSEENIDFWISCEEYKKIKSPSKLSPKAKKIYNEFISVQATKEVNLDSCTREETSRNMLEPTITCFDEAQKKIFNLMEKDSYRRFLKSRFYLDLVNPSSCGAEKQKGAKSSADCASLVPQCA
TRPC6 inhibitor: mouse TRPC6 channel inhibitors, primary screen, cell-based, HEK293, membrane potential dye; Short transient receptor potential channel 6 (Mus musculus), Q61143; ACh-evoked depolarization; hits give low values; B-score at 10 µM; actives 1.1% (n = 310,000);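 active = B-score under library mean minus 3 SD, initial fluorescence not abnormally high, positive integrated signal ratio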;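 also: B-score derived from integrated fluorescence ratio over the kinetic read; more negative B-score means stronger inhibition of depolarization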
Target sequence (Q61143 whole entry, looked up): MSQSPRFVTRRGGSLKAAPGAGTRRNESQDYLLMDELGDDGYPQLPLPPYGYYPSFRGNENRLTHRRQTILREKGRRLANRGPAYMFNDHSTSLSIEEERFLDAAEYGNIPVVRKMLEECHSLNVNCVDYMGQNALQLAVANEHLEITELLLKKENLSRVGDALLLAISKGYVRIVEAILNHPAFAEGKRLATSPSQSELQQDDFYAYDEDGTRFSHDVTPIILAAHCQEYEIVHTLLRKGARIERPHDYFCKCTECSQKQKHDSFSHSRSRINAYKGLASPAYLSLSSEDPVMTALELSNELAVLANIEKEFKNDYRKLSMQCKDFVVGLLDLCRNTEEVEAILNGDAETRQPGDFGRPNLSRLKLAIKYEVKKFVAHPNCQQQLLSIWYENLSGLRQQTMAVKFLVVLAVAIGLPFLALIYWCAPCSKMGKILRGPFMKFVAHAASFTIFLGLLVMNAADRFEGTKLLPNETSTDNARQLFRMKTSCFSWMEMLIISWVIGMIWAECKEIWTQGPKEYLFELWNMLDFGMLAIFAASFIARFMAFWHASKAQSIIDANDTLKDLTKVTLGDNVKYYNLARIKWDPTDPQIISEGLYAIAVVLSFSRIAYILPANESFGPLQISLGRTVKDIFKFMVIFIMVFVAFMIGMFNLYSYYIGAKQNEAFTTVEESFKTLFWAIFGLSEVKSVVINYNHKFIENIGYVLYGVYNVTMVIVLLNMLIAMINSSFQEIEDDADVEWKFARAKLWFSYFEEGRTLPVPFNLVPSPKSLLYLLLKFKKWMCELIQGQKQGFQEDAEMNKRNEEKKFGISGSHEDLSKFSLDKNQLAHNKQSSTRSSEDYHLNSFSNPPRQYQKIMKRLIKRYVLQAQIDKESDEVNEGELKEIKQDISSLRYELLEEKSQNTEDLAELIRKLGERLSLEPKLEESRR
SKKanGAS inh: S. pyogenes SKKanGAS growth inhibitors in kanamycin, primary screen, streptokinase expression inhibitor project, SKKanGAS strain, BacTiter-Glo luminescence; inhibition, % at 7.5 µM; actives 1.3% (n = 300,000); 6 h;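 active = mean replicate score, as percent of positive control median, at least 50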;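 also: strain carries kanamycin resistance gene driven by streptokinase promoter and grows in 40 µg/ml kanamycin; loss of luminescence reflects streptokinase promoter inhibition or plain growth inhibition; 0% = median of DMSO wells and 100% = positive control at its reference dose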
MrgX1 ag: agonists of human MrgX1 receptor, primary screen, HEK293 cells, Fluo-4 calcium flux; Mas-related G-protein coupled receptor member X1 (Homo sapiens), Q96LB2; Fluo-4 calcium fluorescence, agonist mode; hits give high values; B-score at 10 µM; actives 0.44% (n = 310,000); AID 588627, 2011;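 active = calcium response B-score plate-corrected fluorescence ratio at least 3 library SD, with starting fluorescence B-score inside 5 SD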
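Material – MrgX1-expressing HEK293 cells · Input – 15,000 cells seeded per well · Dosing – compound as first of three additions · Times – overnight seeding, then 1 h dark dye loading · Measured by – kinetic Fluo-4 NW fluorescence of intracellular calcium · Read-out – B-scored fluorescence response ratio · Benchmarks – positive and negative control wells on each plate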
MrgX1 antag: antagonists of human MrgX1 receptor, primary screen, HEK293 cells, Fluo-4 calcium flux. Mas-related G-protein coupled receptor member X1 (Homo sapiens), Q96LB2. BAM8-22 antagonism; hits give low values. B-score at 10 µM. actives 1.3% (n = 310,000);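 active = calcium-response B-score plate-corrected more than 3 library SD below zero, starting fluorescence within 5 deviations, no agonist response on first addition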;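 also: peak minus trough fluorescence over baseline after final BAM8-22 challenge near maximal dose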
TMEM16A inh: TMEM16A chloride channel inhibitors, primary screen, cell-based, HTS | HEK293 TMEM16A/YFP iodide influx fluorescence, ionomycin | normalized B-score (activity score, 25-100; higher = stronger inhibition) at 10 µM | actives 1.2% (n = 310,000);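 active = ratio plate-corrected score three or more library SD toward inhibition, starting fluorescence score within five deviations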;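 also: score derived from kinetic fluorescence span divided by baseline fluorescence per well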
RGS4 pot: RGS4 potentiators or activators, primary screen, cell-based, HEK293 M3R inducible RGS4, calcium flux; carbachol calcium flux Fluo4; hits give low values; B-score at 10 µM; actives 0.92% (n = 310,000);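 active = B-score of the integrated calcium signal more than 4 SD below the library mean, with starting fluorescence not abnormally high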;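 also: negative B-score means reduced calcium response which marks RGS4 activation or potentiation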
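Assay system: HEK293 FlpIn-TREx cells, stable M3R, doxycycline-inducible RGS4 / Probe or stimulus: carbachol, ECmax concentration / Times: overnight RGS4 induction, 30 min dye load 37 °C, 20 min compound RT / Signal: kinetic calcium fluorescence imaging with Fluo4-AM dye, 2 µM / Measure: Agonist-evoked peak-minus-minimum fluorescence over baseline, integrated ratio, B score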
TRPC6 activator: mouse TRPC6 channel activators, primary screen, cell-based, HEK293, membrane potential dye | HEK293-TRPC6 membrane potential dye fluorescence; hits give high values | AID 2550, 2010 | B-score at 10 µM | Short transient receptor potential channel 6 (Mus musculus), Q61143 | actives 0.13% (n = 310,000);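 active = B-score of the integrated fluorescence ratio above library mean plus 3 SD, and starting fluorescence ratio within library mean plus 5 SD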;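 also: higher score means more depolarization so channel activation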
HDAC3 inh: HDAC3 deacetylase inhibitors, primary screen, biochemical, fluorescence, cell-free homogeneous. Histone deacetylase 3 (Homo sapiens), O15379. recombinant HDAC3, fluorogenic peptide/trypsin coupled. inhibition, % at 8.3 µM. actives 0.15% (n = 320,000). AID 2718, 2010; in the data active = inhibition above about 26%, passing the limit was not always enough
Active calls of the source: *; i = inactive; nt = no result given; & = joins results of further samples. This is a subset. The share of hits here may be higher or lower than overall.

SMILES	MrgX1 allo act	ANO1 activ	RGS4 block	TRPC6 inhibitor	SKKanGAS inh	MrgX1 ag	MrgX1 antag	TMEM16A inh	RGS4 pot	TRPC6 activator	HDAC3 inh
COc1ccc(CCNC(=O)c2c(N)n(CCN3CCOCC3)c3nc4ccccc4nc23)cc1OC	i	i	i	i	8	i	i	i	i	i	5
OC1/C(=C/c2ccc(C(F)(F)F)cc2)N2CCC1CC2 (centres undefined)	i	i	i	i	3	i	i	i	i	i	0
CCOC(=O)c1c(-n2c(C)cc(C=C3C(=O)NC(=O)NC3=O)c2C)sc2c1CCCC2	i	i	i	i	22	i	i	i	i	i	-2
CC1CN=C(Nc2ccc(F)cc2)S1 (centres undefined)	i	-4.6*	i	i	3	i	i	i	i	i	-3
Cc1nc2cc(C(=O)N3CCC4(CC3)OCCO4)ccc2n1-c1cccc(F)c1	i	i	i	i	4	i	i	i	i	i	nt
CCN1CCN(C(=O)COc2cc(=O)n(CC)c3ccccc23)CC1	i	i	i	i	3	i	i	i	i	i	0
Clc1ccc(CO/N=C(\Cn2ccnc2)c2ccc(Cl)cc2Cl)c(Cl)c1	i	nt	i	i	96*	i	i	i	i	i	-3
Clc1cccc(Cl)c1C1N2CCCN12 (centres undefined)	i	i	i	i	3	i	i	i	i	i	0
Cn1c(O)c(C=NCCN2CCN(C(=O)Nc3ccccc3)CC2)c(=O)n(C)c1=O	i	i	i	i	-9	i	i	i	i	i	12
C=C1C(=O)O[C@@H]2C[C@@H](C)[C@@H]3C=CC(=O)[C@@]3(C)[C@@H](OC(=O)CC(=O)O[C@H]3[C@@H]4C(=C)C(=O)O[C@@H]4C[C@@H](C)[C@@H]4C=CC(=O)[C@]43C)[C@H]12	i	i	i	i	-9	i	-5.3*	i	i	i	3
COP(=O)(OC)C(NC(=O)/C=C/c1ccccc1)C(Cl)(Cl)Cl (centres undefined)	i	i	i	i	-1	i	i	i	i	i	4
C#CCN1CCN(c2cccc(C(F)(F)F)c2)CC1	i	i	i	i	3	i	i	i	i	i	nt
CN1CCN(c2ccc([N+](=O)[O-])c3cccnc23)CC1	i	i	i	i	0	i	i	i	i	i	2
C/C=C1/CC(C)C(C)(O)C(=O)OCC2CCN3CCC(OC1=O)C23 (centres undefined)	i	i	i	-6.2*	nt	i	i	i	-8.2*	i	-6
Cc1ccc(/C=C2\C(=O)NC(=O)N(CC3CCCO3)C2=O)s1 (centres undefined)	i	i	i	i	-3	i	i	i	i	i	12
O=c1c2ccccc2nc(/C=C/c2ccc3c(c2)OCO3)n1-c1cccc(O)c1	i	i	i	i	21	i	i	i	i	i	-2
COc1ccc(-n2c(-c3ccco3)nc3ccccc3c2=O)cc1	i	i	i	i	1	i	i	i	i	i	-1
COC(=O)C1=C(c2ccc(S(C)(=O)=O)cc2)C[C@@H]2CC[C@H]1N2C(=O)N1CCCC1	i	i	i	i	0	i	i	i	i	i	2
CC(=O)N1CCN(c2ccc(N=Cc3c(O)n(-c4ccc(Cl)cc4)c(=O)[nH]c3=O)cc2)CC1	i	i	i	i	8	i	i	i	i	i	nt
CCc1ccc(CNCCc2ccc(F)cc2)cc1	i	i	i	i	-5	i	i	i	i	i	nt
Cc1cc(C(=O)CS(=O)(=O)c2ccc(F)cc2)cc(C)c1OC(=O)N(C)C	i	i	i	i	1	i	i	i	i	i	6
CC1(C)C2([N+](=O)[O-])CN3CC1([N+](=O)[O-])CN(C2)C3c1cccnc1 (centres undefined)	i	i	i	i	2	i	i	i	i	i	5
CC(NCc1ccccc1C(F)(F)F)C(O)c1ccccc1 (centres undefined)	i	i	i	i	1	i	i	i	i	i	-4
Cc1cc(C)nc(NC2=NCCS2)n1	i	i	i	i	4	i	i	i	i	i	-8
COc1cccc(C(=O)C2CCCN(Cc3ccc4nonc4c3)C2)c1 (centres undefined)	i	i	i	i	15	i	i	i	i	i	1
COc1cc(-n2c(=S)[nH]c3ccc(C)cc3c2=O)c(Cl)cc1Cl	nt	i	i	i	11	nt	nt	nt	i	i	nt
O=c1[nH]c(=O)n(CCc2ccccc2)c(O)c1/C=N/N1CCOCC1	i	i	i	i	-2	i	i	i	i	i	-10
CCCNC(=O)N1[C@H]2CC[C@@H]1C(C(=O)OC)=C(c1ccccc1)C2	i	i	i	i	1	i	i	i	i	i	10
CCS(=O)(=O)NCc1nnc2n1-c1ccc(Br)cc1C(c1ccccc1Cl)=NC2	i	i	i	i	-9	i	i	i	i	i	9
CCC1CCCCN1P(=O)(c1ccc(C)o1)C(C)(C)C (centres undefined)	i	i	i	i	3	i	i	i	i	i	2
CCOC(=O)C1(c2ccccc2)CCN(CC(=O)Nc2ccc(C)cc2)CC1	i	i	i	i	0	i	i	i	i	i	3
CCCCCCn1c(=O)c(C(=O)Nc2ncccc2O)c(O)c2ccccc21	i	i	i	i	10	i	i	i	i	i	0
C=CCn1c(O)c(Cc2ccc(OCC)cc2)c(=O)[nH]c1=O	i	nt	i	i	-2	i	i	i	i	i	1
CN(C)CCCN=Cc1c(O)n(CCc2ccc(F)cc2)c(=O)[nH]c1=O	i	i	i	i	-6	i	i	i	i	i	nt
NC(=O)c1ccc(N=Nc2c(O)[nH]c(=O)[nH]c2=O)cc1	i	nt	i	i	0	i	i	i	i	i	2
COC(=O)COc1cc(C)cc2oc(=O)c3c(c12)CCCC3	i	i	i	i	1	i	i	i	i	i	-15
COc1ccccc1CN1CCN(Cc2ccc(Cl)cc2)CC1	i	i	i	i	-13	i	-5.3*	i	i	i	-2
Cc1ccc(-c2nc3ccccc3c(=O)n2-c2ccncc2)cc1	i	i	i	i	2	i	i	i	i	i	4
CCOc1cc2c(cc1OCC)-n1cccc1C(c1ccc(OC(F)F)cc1)NC2 (centres undefined)	i	i	i	i	2	i	-10*	i	i	i	-8
CCC(C)NS(=O)(=O)c1ccc(OCC(=O)N2CCN(CC)CC2)cc1 (centres undefined)	i	i	i	i	-1	i	i	i	i	i	6
CSc1ccc(CN2CCN(C(=O)COc3cccc(C)c3)CC2)cc1	i	i	i	i	-1	i	i	i	i	i	-4
CN1CCN(c2nc3c(c(=O)[nH]2)CCC3)CC1	i	i	i	i	-6	i	i	i	i	i	0
Nc1ccc(Cl)cc1C(=O)c1ccccc1Cl	i	i	i	i	10	i	i	i	i	i	9
CCNCC(O)c1cccc(O)c1 (centres undefined)	i	i	i	i	-2	i	i	i	i	i	-7
c1cc(C2N3CCCN2CC3)ccn1 (centres undefined)	i	i	i	i	-1	i	i	i	i	i	1
O=C1NC(=O)C2(Cc3c(nc4ccccn4c3=O)N3CCCCCC32)C(=O)N1Cc1ccccc1 (centres undefined)	i	i	nt	nt	nt	i	i	i	nt	nt	-7
O[C@H]1C2CCC1C(N1CCCCC1)CC2 (some centres undefined)	i	i	i	i	0	i	i	i	i	i	2
COC(=O)C1=C(c2cc3ccccc3o2)C[C@@H]2CC[C@H]1N2C(=O)NCc1ccc(C(F)(F)F)cc1	9.2*	i	i	i	33	i	i	i	i	i	11
COc1ccc(CN2C(=O)NC(=O)/C(=C/c3ccoc3)C2=O)cc1	i	i	i	i	9	i	i	i	i	i	0
Cc1cc(C)n2nc(SC(C)C(=O)N3CCC4(CC3)OCCO4)nc2n1 (centres undefined)	i	i	i	i	-3	i	i	i	i	i	10
C[C@@H]1O[C@@H](O[C@H]2C[C@@H](O)[C@]3(CO)[C@H]4[C@H](O)C[C@]5(C)[C@@H](C6COC(=O)C6)CC[C@]5(O)[C@@H]4CC[C@]3(O)C2)[C@H](O)[C@H](O)[C@H]1O (some centres undefined)	i	i	i	i	1	i	i	i	i	i	3
Cc1ccc(-c2cc(-c3ccc(C)cc3)[n+](-c3ccccc3)c(-c3ccc(C)cc3)c2)cc1	i	i	i	-8.7*	22	77*	i	100*	-11*	i	11
Cc1oc2ccc(OC(=O)N(C)C)cc2c1C(=O)OC(C)C	i	i	i	i	-3	i	i	i	i	i	7
CN(C)C(=O)Nc1cccc(OC(=O)N(C)C)c1	i	i	i	i	4	i	i	i	i	i	-2
O=C(C1CC(=O)N(c2ccc(F)c(Cl)c2)C1)N1CCC2(CC1)OCCO2 (centres undefined)	i	i	i	i	4	i	i	i	i	i	-8
Cc1ccccc1C1=NCC(=S)Nc2ccc(Cl)cc21	i	i	i	i	1	i	i	i	i	i	3
Cc1cccc2c1=NC(=O)/C(=C/c1c(O)[nH]c(=O)[nH]c1=O)C=2	i	i	i	i	3	i	i	i	i	i	5
CN(C)CC1CCCCC1OC(=O)Cc1ccc(Cl)c([N+](=O)[O-])c1 (centres undefined)	i	i	i	i	0	i	i	i	i	i	5
COc1ccc(-c2nc3ccccc3c(=O)o2)cc1	i	i	i	i	5	i	i	i	i	i	0
CCn1cc(C(=O)O)c(=O)c2ccc(C)nc21	i	i	i	i	-2&-7	i	i	i	i	i	1
(listing goes on)
SMILES	MrgX1 allo act	ANO1 activ	RGS4 block	TRPC6 inhibitor	SKKanGAS inh	MrgX1 ag	MrgX1 antag	TMEM16A inh	RGS4 pot	TRPC6 activator	HDAC3 inh
CN1C(C(=O)N2CCC3(CC2)OCCO3)=CC(c2ccc(F)cc2)=NS1(=O)=O	i	i	i	i	-3	i	i	i	i	i	-7
CN(C)C(=O)Oc1cccc(NC(=O)N2CCOCC2)c1	i	i	i	i	-4	i	i	i	i	i	10
O=C(O)[C@H]1C[C@@H]1[C@H](NP(=O)(c1ccccc1)c1ccccc1)c1ccccc1	i	i	i	i	2	i	i	i	i	i	-3
CCC(=NCC1CCCO1)c1c(O)n(Cc2ccccc2)c(=O)[nH]c1=O (centres undefined)	i	i	i	i	3	i	i	i	i	i	-5
CCC(=O)N1CC(=O)Nc2ccc(F)cc2C1c1ccc(F)cc1 (centres undefined)	i	i	i	i	1	i	i	i	i	i	-4
